S100A4 MyoIIA – S100A4-myosin IIA interaction inhibition | 360,000 tested, 0.14% active | AID 652163 | P26447 | S100A4/TAMRA-MyoIIA peptide fluorescence polarization | inhibition, % at 10.7 µM;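 active = mean inhibition of at least 70% across replicates, with every replicate also reaching that level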
Target sequence (P26447 whole entry, looked up): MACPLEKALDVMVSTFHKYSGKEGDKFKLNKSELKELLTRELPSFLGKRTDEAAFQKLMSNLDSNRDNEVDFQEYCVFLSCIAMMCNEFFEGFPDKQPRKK
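Material: S100A4 monomer protein | Medium: HEPES pH 7.2 with CaCl2, KCl, NaCl, DTT, Triton | Reagent: Labelled myosin peptide probe, 5 nM | Doses: One dose per compound | Times: 5 min incubation before reading | Benchmarks: Neutral control DMSO, positive control TFP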
ERAP1 HTS inh – blocks human ERAP1 aminopeptidase activity; 340,000 tested, 0.15% active; inhibition, % at 10.7 µM; AID 652197; recombinant ERAP1, Leu-AMC fluorescence, 60 min; Q9NZ08;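 active = mean replicate inhibition of at least 30%, or all replicates individually reaching that 30% level; inactive = mean below 30% and not every replicate reaching it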;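 also: 0% = neutral control wells and 100% = L-leucinethiol positive control wells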
PglD DTNB – blocks C. jejuni PglD acetyltransferase activity; purified PglD enzyme, DTNB colorimetric CoA detection; inhibition, % at 12.5 µM; 360,000 tested, 0.098% active; in the data active = inhibition above about 16%, passing the limit was not always enough; also: strong numbers were not always called active
LGR2 inh – blocks bursicon-induced cAMP signaling via Drosophila LGR2; HEK293 LGR2, CRE-luciferase, bursicon-stimulated, 4 h; inhibition, % at 9.99 µM; 380,000 tested, 0.35% active; AID 720647;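 active = drop in luminescence signal, shown as inhibition above about 50% in the replicate tests, limit read from the data, passing the limit was not always enough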;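 also: agonist challenge used bursicon conditioned medium at about half maximal strength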
FN deposition inh – fibronectin deposition inhibition. AID 743247. AH1F fibroblasts, Alexa488-fibronectin deposition fluorescence, overnight. inhibition, % at 12.6 µM. 350,000 tested, 0.086% active;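 active = mean inhibition across replicates of 30% or more, regardless of how many single replicates reach that level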;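 also: positive control wells lacked labelled fibronectin entirely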
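Assay system: AH1F fibroblast monolayer, labelled fibronectin deposition. Amount: 10000 cells per well. Also added: labelled fibronectin 24 nM. Compound: single-point pinned compound. Incubation: cell attachment 1 h, compound and FN exposure overnight. Detection: fluorescence after three HBSS washes, excitation 485 nm, emission 525 nm. Read-out: inhibition of fibronectin deposition signal.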
PGC1a acetyl inh – modulators of PGC1a acetylation | U2OS PGC1a acetylation, AlphaScreen anti-acetyl-lysine; with virally co-expressed GCN5 acetyltransferase | inhibition, % at 15.6 µM | 350,000 tested, 0.17% active | AID 651687;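 active = every replicate shows inhibition of at least 40%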;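 also: 0% = neutral control wells and 100% = positive control wells; some results beyond the cut were filed as inactive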
EWS-Fli inh – EWS/Fli transcriptional activity inhibition | A673 NR0B1-luciferase reporter, viability-normalised | inhibition, % at 12.6 µM | 350,000 tested, 0.67% active | AID 651661;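 active = mean inhibition of at least 50% after viability correction, with every replicate also passing that limit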;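 also: firefly luciferase signal divided by Alamar Blue viability fluorescence both relative to DMSO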
PAX8 inh HTS – inhibitors of PAX8 transcriptional activity in RMG-I cells | RMG-I TPO-luciferase reporter, SteadyGlo, 24 h | inhibition, % at 12.6 µM | 360,000 tested, 1.2% active | AID 652154;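 active = mean replicate inhibition at least 60% with every replicate also reaching 60%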;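 also: luciferase light reporting Pax8 driven TPO promoter activity; plate controls were median of neutral control wells for no effect and mitoxantrone controls for full effect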
An asterisk follows results filed as active; . = no result given. Outcome played no part in choosing rows (roughly 2.1% active in at least one column).

entry | compound | S100A4 MyoIIA | ERAP1 HTS inh | PglD DTNB | LGR2 inh | FN deposition inh | PGC1a acetyl inh | EWS-Fli inh | PAX8 inh HTS
1 | CC(=O)N1CC(=O)N(Cc2ccccc2)/C(=C/c2ccccc2)C1=O | -3 | 4 | . | -4 | 5 | -7 | 9 | 8
2 | Cc1csc(NC(=O)CSc2nnc(-c3ccoc3C)n2C(C)c2ccccc2)n1 (centres undefined) | -1 | -2 | 11 | 20 | 4 | 14 | 13 | 3
3 | O=C(NCCS(=O)(=O)c1ccc(Br)cc1)c1ccccc1Cl | -1 | 2 | -3 | 7 | . | . | -2 | 0
4 | O=C(CCN1C(=O)C2C3CCC(C3)C2C1=O)Nc1cccc(Cl)c1 (centres undefined) | -2 | 1 | -5 | -10 | -7 | . | . | .
5 | COc1ccc(NC(=O)Nc2ccc3c(c2)C(=O)N([C@@H](C)CO)C[C@@H](C)[C@H](CN(C)Cc2ccccc2)OCCCC[C@@H](C)O3)cc1 | -5 | 0 | -1 | -8 | 1 | 1 | 3 | -9
6 | COCCNC(=O)c1ccccc1NC(=O)Cc1ccccc1[N+](=O)[O-] | 0 | -1 | -1 | -24 | -1 | 1 | -8 | 13
7 | c1ccc2c(c1)CCc1snnc1-2 | 4 | -2 | -1 | 8 | 3 | 24 | -3 | -6
8 | CCOCCCn1c(-c2ccc(Cl)cc2)n[nH]c1=S | . | . | -3 | . | 2 | 0 | . | 4
9 | O=C(Nc1ccc2c(c1)OCO2)N[C@@H]1CC[C@@H](CCNC(=O)C2CCC2)O[C@@H]1CO | 0 | 3 | 1 | -5 | . | -4 | 12 | -47
10 | COc1ccc(C(CNC(=O)c2cccc(S(=O)(=O)NCc3ccccc3)c2)N2CCOCC2)cc1 (centres undefined) | -11 | 0 | 3 | -2 | -1 | -12 | -4 | 11
11 | CCC1CCCCN1CCCNC(=O)c1c(O)nc2c(C)cccn2c1=O (centres undefined) | -13 | -7 | 4 | -6 | -2 | 1 | . | -6
12 | COc1ccc(OC)c(NC(=O)C(C)SCc2nc3sc(C)c(C)c3c(=O)[nH]2)c1 (centres undefined) | -2 | 2 | 0 | -3 | -2 | . | -6 | -5
13 | CC(=O)n1c2c(c3ccccc31)OC(N)=C(C#N)C2c1cccc(Cl)c1Cl (centres undefined) | 6 | 0 | . | 12 | 4 | -6 | 42 | 11
14 | COC(=O)C(C)Oc1cc(C)ccc1COc1ccc(-n2nc(C)n(C(F)F)c2=O)cc1 (centres undefined) | -1 | -1 | 0 | . | 0 | -1 | 12 | 22
15 | CC1(C(=O)N2CCCCC2)CCN1C(=O)Cc1ccc(-c2ccccc2)cc1 (centres undefined) | -9 | -3 | -5 | 13 | -14 | 0 | -3 | 2
16 | Cc1c(C)n2c(SCC(=O)NC3CCCCC3)nnc2[nH]c1=O | -4 | 3 | . | -1 | 3 | -1 | -2 | 4
17 | Cn1nccc1NC(=O)CSCC(=O)O | -5 | 3 | . | 1 | -5 | . | 3 | -3
18 | O=S(=O)(N[C@@H]1CC[C@H](CCn2cc(-c3ccc(F)cc3)nn2)O[C@@H]1CO)c1ccccc1F | 5 | 0 | 2 | -3 | . | . | 4 | 4
19 | COCCNC(=O)CS(=O)Cc1nc(-c2ccccc2C)oc1C (centres undefined) | -6 | 0 | -6 | 13 | -11 | . | -8 | .
20 | CCn1c(/C=C/N(C)c2ccccc2)[n+](CC)c2ccc(Cl)cc21 | . | . | -5 | 21 | -3 | -4 | . | .
21 | CCOc1ccc(N(CC(=O)NCc2ccc(F)cc2)C(=O)CCC(=O)Nc2nccs2)cc1 | 8 | -5 | -5 | -10 | 2 | 3 | 6 | -16
22 | Cc1cccc(C)c1NC(=S)N/N=C/c1ccccc1C(=O)O | 1 | 2 | 9 | 28 | -6 | 8 | -1 | -6
23 | COCC(=O)Nc1ccc2c(c1)OC[C@H](C)N(CC1CC1)C[C@H](C)[C@H](OC)CN(C)C2=O | 3 | . | -2 | 7 | 9 | -7 | 5 | -6
24 | CC(C)NC(=O)N[C@@H]1C=C[C@@H](CC(=O)NC2Cc3ccccc3C2)O[C@@H]1CO | -3 | 7 | 5 | 5 | -7 | -13 | . | .
25 | CN1CCN(c2ccc(Cl)cc2NC(=O)c2cc(=O)[nH]c3ccccc23)CC1 | -1 | -2 | -1 | 0 | -6 | 0 | 2 | 0
26 | COc1ccc(CCNC(=O)c2cccc(S(=O)(=O)N3CCc4ccccc4C3)c2)cc1 | 4 | 5 | -2 | 4 | 6 | -9 | 12 | 18
27 | COc1ccc(NC(=O)N(C)C[C@@H]2OCCCC[C@@H](C)Oc3ccc(NC(=O)Nc4ccc5c(c4)OCO5)cc3C(=O)N([C@H](C)CO)C[C@H]2C)cc1 | -9 | 1 | -2 | 14 | . | 12 | 4 | -5
28 | COCC(=O)N(C[C@@H]1N[C@@H](CO)[C@@H]1c1ccc(C2=CCCCC2)cc1)C(C)C | 11 | 1 | 3 | 4 | 12 | -8 | 3 | 5
29 | CS(=O)(=O)c1ccc(Cl)c(NC(=O)COC(=O)CNC(=O)c2sc3ccccc3c2Cl)c1 | -5 | 1 | 2 | -4 | 5 | 2 | 5 | -16
30 | Cn1cnc(S(=O)(=O)N[C@@H]2CC[C@H](CC(=O)Nc3ccccc3)O[C@@H]2CO)c1 | -9 | 1 | 9 | -1 | -9 | 6 | -3 | .
31 | S=C1NCN(Cc2cccnc2)CN1c1cccc(Cl)c1 | -2 | 0 | 1 | . | 6 | 13 | -2 | -16
32 | CC(c1nnc(SCC(=O)Nc2cc([N+](=O)[O-])ccc2F)n1Cc1ccccc1)N(C)C (centres undefined) | -4 | 1 | -3 | 0 | 2 | . | 10 | 13
33 | C[C@H](CO)N1C[C@H](C)[C@H](CN(C)Cc2ccncc2)Oc2ccc(NS(C)(=O)=O)cc2CC1=O | 0 | -4 | 1 | 9 | . | 0 | 8 | -6
34 | C=C(C)COc1ccc(-c2ncnc(C(F)(F)F)c2-c2ccccc2)c(O)c1 | 3 | -4 | 5 | 23 | 0 | -2 | -2 | 0
35 | CC(=O)Nc1ccc(N(C)C)cc1[N+](=O)[O-] | . | . | -6 | . | 14 | 8 | . | -13
36 | CCc1ccc(NC(=O)/C(C#N)=C\c2ccc(OC)c(C(=O)O)c2)cc1 | -6 | -1 | . | -17 | 14 | 2 | 10 | 8
37 | O=C(N[C@@H]1CC[C@H](CC(=O)N2CCC(Cc3ccccc3)CC2)O[C@H]1CO)c1cnccn1 | -1 | 3 | -1 | 7 | -4 | -1 | -11 | 10
38 | CCCNC(=O)N1CC2(CN(CC3CC3)C2)c2c([nH]c3cc(OC)ccc23)[C@H]1CO | 1 | -2 | . | -7 | . | . | -2 | -14
39 | Cc1ccccc1CNC(=O)C1CCC(=O)N(C2CC2)C1 (centres undefined) | 1 | 1 | 0 | 10 | 1 | 7 | 0 | -4
40 | COc1ccc(NC(=O)Nc2ccc3c(c2)CC(=O)N([C@@H](C)CO)C[C@H](C)[C@H](CN(C)S(=O)(=O)c2ccc(F)cc2)O3)cc1 | -3 | 0 | -1 | -11 | -5 | -12 | -34 | 3
41 | CCOc1ccc(N2CC(C(=O)N/N=C/c3sccc3C)CC2=O)cc1 (centres undefined) | -3 | 2 | . | -19 | -14 | 13 | 3 | 15
42 | Cc1ccc(/C=N/n2c(C3CCCCC3)n[nH]c2=S)cc1 | 22 | -1 | -4 | -21 | -4 | 3 | 4 | -6
43 | CCC(=O)Nc1ccc2c(c1)C(=O)N(C)[C@@H]1CC[C@H](CC(=O)N[C@H](C)c3ccccc3)O[C@@H]1CO2 | 6 | 2 | 4 | 7 | 0 | -8 | -1 | 11
44 | O=c1c2ccccc2cnn1Cc1n[nH]c(=S)n1-c1ccccc1 | -2 | 5 | 4 | 9 | 2 | -1 | -16 | -6
45 | O=C(Nc1ccc(F)cc1)N1CCn2c(nc3ccccc32)C1 | 5 | -3 | -1 | 7 | . | 2 | -1 | .
46 | O=C(CSc1n[nH]c(-c2ccco2)n1)Nc1ccccc1 | 0 | 1 | -3 | -11 | 0 | . | 8 | -7
47 | CN(C)C(=O)c1ccc(-c2cccc(-c3nc(C(=O)NCc4ccccc4)cc4c3[C@@H](CCO)N([S@](=O)C(C)(C)C)C4)c2)cc1 | 2 | 1 | -3 | 1 | 16 | 4 | 10 | 25
48 | C[C@@H]1CN([C@@H](C)CO)C(=O)Cc2cc(NC(=O)C3CC3)ccc2O[C@H]1CN(C)CC1CC1 | -7 | -1 | -5 | 1 | . | . | -6 | 7

Quoted from the listing:
`O=C(NCCS(=O)(=O)c1ccc(Br)cc1)c1ccccc1Cl` in LGR2 inh reads 7
`COc1ccc(C(CNC(=O)c2cccc(S(=O)(=O)NCc3ccccc3)c2)N2CCOCC2)cc1` (centres undefined) in PGC1a acetyl inh reads -12
`Cc1c(C)n2c(SCC(=O)NC3CCCCC3)nnc2[nH]c1=O` in FN deposition inh reads 3
`CN(C)C(=O)c1ccc(-c2cccc(-c3nc(C(=O)NCc4ccccc4)cc4c3[C@@H](CCO)N([S@](=O)C(C)(C)C)C4)c2)cc1` in PGC1a acetyl inh reads 4
`CN1CCN(c2ccc(Cl)cc2NC(=O)c2cc(=O)[nH]c3ccccc23)CC1` in PAX8 inh HTS reads 0

Two records drawn at random from those above, as already listed:
entry | compound | S100A4 MyoIIA | ERAP1 HTS inh | PglD DTNB | LGR2 inh | FN deposition inh | PGC1a acetyl inh | EWS-Fli inh | PAX8 inh HTS
35 | CC(=O)Nc1ccc(N(C)C)cc1[N+](=O)[O-] | . | . | -6 | . | 14 | 8 | . | -13
40 | COc1ccc(NC(=O)Nc2ccc3c(c2)CC(=O)N([C@@H](C)CO)C[C@H](C)[C@H](CN(C)S(=O)(=O)c2ccc(F)cc2)O3)cc1 | -3 | 0 | -1 | -11 | -5 | -12 | -34 | 3

Single records, from the list above:
`CC(=O)Nc1ccc(N(C)C)cc1[N+](=O)[O-]` in the list: S100A4 MyoIIA = .; ERAP1 HTS inh = .; PglD DTNB = -6; LGR2 inh = .; FN deposition inh = 14; PGC1a acetyl inh = 8; EWS-Fli inh = .; PAX8 inh HTS = -13
`S=C1NCN(Cc2cccnc2)CN1c1cccc(Cl)c1` in the list: S100A4 MyoIIA = -2; ERAP1 HTS inh = 0; PglD DTNB = 1; LGR2 inh = .; FN deposition inh = 6; PGC1a acetyl inh = 13; EWS-Fli inh = -2; PAX8 inh HTS = -16

High-throughput results as filed in PubChem BioAssay.
